# TbREL1 primary: TbREL1 inhibition, primary screen; 89,000 tested, 0.49% active; inhibition, % at 9.66 µM; AID 1117264; P86926; TbREL1 RNA ligation, FRET fluorescence;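 active = inhibition above the mean inhibition across all screened compounds plus 3 SD, cut at about 11% in these data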;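 note: 0% = plate median of test wells and 100% = NSC42067 control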
# Target sequence (P86926 whole entry, looked up): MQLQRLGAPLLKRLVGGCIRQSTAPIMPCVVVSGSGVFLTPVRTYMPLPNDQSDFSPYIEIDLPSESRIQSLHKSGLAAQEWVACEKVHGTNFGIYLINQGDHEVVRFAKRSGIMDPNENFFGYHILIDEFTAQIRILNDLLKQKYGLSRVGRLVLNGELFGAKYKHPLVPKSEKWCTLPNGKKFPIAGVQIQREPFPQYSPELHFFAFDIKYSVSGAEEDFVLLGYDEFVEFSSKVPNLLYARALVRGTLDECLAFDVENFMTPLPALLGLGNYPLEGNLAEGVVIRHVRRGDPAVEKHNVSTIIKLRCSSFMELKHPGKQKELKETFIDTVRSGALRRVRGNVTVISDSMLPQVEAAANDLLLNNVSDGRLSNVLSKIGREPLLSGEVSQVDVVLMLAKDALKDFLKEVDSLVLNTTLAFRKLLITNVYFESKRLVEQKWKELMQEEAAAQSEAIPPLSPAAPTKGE
# * hit, by the source's call.
SMILES,TbREL1 primary
CCCCCNC(=O)N[C@H](C(=O)O)C(C)C,0
CN(CCc1ccccn1)C(=O)c1cccnc1Oc1ccc(Cl)cc1,1
CCC(=O)Nc1cc(=O)[nH]c2ncnn12,0
O=C(CCCn1c(SCc2cc(=O)n3cc(Cl)ccc3n2)nc2ccccc2c1=O)NCC1CCCO1 (stereo unspecified),8
COc1ccc(N(C(=O)c2cc3ccccc3oc2=O)C2C=CS(=O)(=O)C2)cc1 (stereo unspecified),0
CCN(C(=O)CSc1nnc(SC(C)C)s1)C1CCS(=O)(=O)C1 (stereo unspecified),1
O=C(NC1CCCc2ccccc21)C1CCCN(S(=O)(=O)c2cnc[nH]2)C1 (stereo unspecified),-1
CCOC(=O)c1ccccc1NS(=O)(=O)c1ccc(OCC)cc1,3
O=C(NCc1ccco1)C1CC(=O)N(CCc2ccccc2)C1 (stereo unspecified),4
CSc1ccc(C(C(C(=O)c2cccs2)N2CCOCC2)N2CCOCC2)cc1 (stereo unspecified),-2
O=C(CN1C(=O)C(=O)N(Cc2ccco2)C1=O)c1c[nH]c2ccccc12,6
Cc1cc2ccccc2c(=O)n1CC(=O)NCC1COc2ccccc2O1 (stereo unspecified),-2
COc1ccc(OC)c(NC(=O)COC(=O)/C=C/c2ccc(Cl)cc2)c1,-2
CN(C)CCCN(C(=O)COc1ccc(Cl)cc1)c1nc2cc3c(cc2s1)OCO3,6
COC(=O)C1CCCCN1C(=O)c1cc(COc2cccc3cccnc23)on1 (stereo unspecified),-1
CCN(CC)CCOc1ccc2nc(N(C)C)sc2c1,8
O=S1(=O)CC(N2CCN(CCO)CC2)CN1Cc1cn(Cc2cccc(C(F)(F)F)c2)nn1 (stereo unspecified),-1
CN(C)CCCNc1ncnc2oc(-c3ccccc3)c(-c3ccccc3)c12,12*
C=CCNC(=S)N/N=C(\C)c1cccc(OC)c1,-5
Cn1c(CC(=O)Nc2ccccc2)n[nH]c1=S,-4
Cc1ccccc1-n1c(C)cc(/C=C2\NC(=O)NC2=O)c1C,-2
Cc1ccccc1C(=O)N1CCC(C(=O)Nc2ccc(C)c(S(=O)(=O)N3CCCCC3)c2)CC1,-4
O=C(Nc1nnc(/N=C/c2ccco2)s1)c1ccc(F)cc1,-2
COc1ccc(-c2cc(CNC(=O)CN3CCN(C)CC3)on2)cc1,8
CC1CCN(S(=O)(=O)c2ccc(NC(=O)CN3CCCC(C)C3)cc2)CC1 (stereo unspecified),-2
CCCCCCCCCn1cc(C(C)=O)c(=O)[nH]c1=O,19*
COc1ccc(CN(Cc2cccnc2)C(=S)NCCc2ccccc2)cc1OC,-3
CCCC(C(=O)NCc1ccco1)N(CC1CCCO1)C(=O)CNS(=O)(=O)c1ccc(F)cc1 (stereo unspecified),-2
Cc1cc(C)c(NC(=O)CS(=O)CC(=O)NCC2CCCO2)c(C)c1 (stereo unspecified),-1
CC(=O)Oc1ccc(-c2cc3ccccc3oc2=O)cc1,-1
COc1cc(Sc2ccc(C)cc2)c(OC)cc1N,1
COC(=O)C[C@H]1CC[C@@H]2[C@H](COc3ccc(NC(=O)c4ccccc4OC)cc3C(=O)N2C)O1,-5
CN1CCN(C2CCN(Cc3ccc(O)c4ncccc34)CC2)CC1,17*
CN1CCN(C2CN(Cc3cn(Cc4cccc(C(F)(F)F)c4)nn3)S(=O)(=O)C2)CC1 (stereo unspecified),0
COc1ccc(NC(=O)Nc2ncn(Cc3cccc(C(F)(F)F)c3)n2)cc1OC,-2
CCOC(=O)c1[nH]c2ccc(OC)cc2c1NC(=O)c1nonc1C,-2
CN1CCN(NC(=O)c2ccc(Cl)cc2Cl)CC1,-2
Cc1ccc(C(=O)Nc2cccc(C(F)(F)F)c2)cc1NC(=O)c1[nH]cnc1C(N)=O,-2
O=S(=O)(c1cccc2ccccc12)N1CCC2CC1c1cc(-c3ccc4c(c3)OCO4)ccc12 (stereo unspecified),5
O=C(NCCN1C(=O)S/C(=C\c2ccccc2Cl)C1=O)C1=COCCO1,7
CCC(C)NC(=O)c1cnn2c1NC(c1ccc3c(c1)OCO3)CC2C(F)(F)F (stereo unspecified),-2
O=C(Nc1ccc2oc(-c3ccccc3)nc2c1)c1ccc2c(c1)OCCO2,6
Cn1nnnc1Sc1ncnc2scc(-c3cc4ccccc4o3)c12,1
COc1ccc(NC(=O)C2CC(=O)n3cnnc3S2)cc1 (stereo unspecified),-2
CC(=O)Nc1ccc(C(=O)Nc2cc(S(=O)(=O)N3CCOCC3)ccc2N2CCOCC2)cc1,-3
COc1ccc(N2C(=O)CC(SCC(=O)O)C2=O)cc1 (stereo unspecified),-1
Cc1ccc(/C=N/NC(=O)C2CCN(Cc3ccc(F)cc3Cl)CC2)o1,2
COc1ccc2nc(C)c3c(c2c1)OC(C(C)(Cl)Br)C3 (stereo unspecified),3
O=C(Nc1nccs1)[C@@H]1CC=C[C@@H]2CCN(Cc3ccccc3)C(=O)[C@@H]21,-1
O=[N+]([O-])c1ccccc1S(=O)(=O)N1CCN(Cc2ccsc2)CC1,2
C/C(=C\C(=O)c1cccnc1)Nc1ccc(O)cc1,6
Cc1ccc(N(C(C)C(=O)Nc2ccc3c(c2)OCO3)S(C)(=O)=O)cc1 (stereo unspecified),1
O=C(CCS(=O)(=O)c1ccc(Br)s1)N1CCc2ccccc21,2
CC[C@H](NC(=O)[C@@H](Cc1ccccc1)NC(=O)[C@H]1O[C@@H](n2ccc(=O)[nH]c2=O)[C@H](O)[C@@H]1O)c1ccccc1,-1
Cc1ccc(C(=O)Cc2ccccc2)o1,1
CCn1c(COc2ccc(=O)n(-c3ccccc3)n2)nnc1SCc1cccc(OC)c1,4
C#CCNC(=O)C[C@H]1C[C@@]2(C(=O)OC)C(=C[C@H](C(C)(C)C)O[C@@H]2C)N(Cc2ccc(Cl)cc2Cl)C1=O,8
CCCC(=O)C1=C(N(C)c2ccccc2)CC(C)(C)C(C(=O)OC)C1=O (stereo unspecified),5
NC(=O)c1ccc(NC(=O)C2CCCC2)cc1,0
Cc1ccc(-c2nnn(CC(=O)N(CC3CCCO3)C(C(=O)NC3CCCCC3)c3ccc(F)cc3)n2)o1 (stereo unspecified),-3

# Some of the entries so far, tab-delimited:
canonical_smiles	TbREL1 primary
COc1cc(Sc2ccc(C)cc2)c(OC)cc1N	1
C=CCNC(=S)N/N=C(\C)c1cccc(OC)c1	-5

# The listing continues.
SMILES,TbREL1 primary
CC(C)CN(C(=O)COC(=O)c1ccc(C#N)cc1)C1CCS(=O)(=O)C1 (stereo unspecified),1
COc1ccc(NC(=O)COC(=O)CCNC(=O)c2ccco2)cc1Cl,2
CC(=O)Nc1ccc(SCC(=O)Nc2ccccc2Oc2ccccc2)cc1,-2
CCCCCCCCN1C(=O)[C@H](CC(=O)NCc2ccc(OC)c(OC)c2)C[C@@]2(C(=O)OCC)CCC=C12,-8
Cc1ccc(C)c(NC(=O)C2CC(O)CN2C(=O)OC(C)(C)C)c1 (stereo unspecified),-1
Cc1cccn2c(=O)c3cc(S(=O)(=O)c4ccc(F)cc4)c(=N)n(Cc4ccco4)c3nc12,0
COc1ccc(CCN2CC(C(=O)Nc3nnc(Cc4ccccc4)s3)CC2=O)cc1OC (stereo unspecified),-2
CC(=O)NC(=S)Nc1ccc(S(=O)(=O)Nc2ncccn2)cc1,0
CCC(=O)N1CCc2cc(S(=O)(=O)CCC(=O)Nc3ccc(OC)cc3)ccc21,0
O=C(COC(=O)c1ccccc1Br)NCCN1C(=O)CSC1=O,3
CC(C)(C)C(=O)NC(=S)N1CCCC1,0
COc1ccc(NC(=O)COc2cccc3c2CCN(Cc2cccnc2)C3=O)cc1,-1
O=C(c1ccc(CN2CCOCC2)cc1)N1CCN(c2ccccc2F)CC1,-4
CC1=NNC(=O)C1CCC(=O)N/N=C/c1ccc(Cl)cc1 (stereo unspecified),-2
c1nnn(C23CC4CC(CC(C4)C2)C3)n1,0
O=C(c1ccco1)N1CCN=C1SCc1cccc(Cl)c1,5
CCOC(=O)[C@@]12CCCC=C1N(CCc1ccc(Cl)cc1)C(=O)[C@H]2CC(=O)N1CCC(c2ccccc2)CC1,-5
CN1CCCCC(NC(=O)C(C)(C)C)C1=O (stereo unspecified),0
CCOc1cc(N2CCOCC2)c(OCC)cc1NC(=O)CN1C(=O)NC(C)(c2ccc(OC)cc2)C1=O (stereo unspecified),-8
O=C(Cn1nnc(-c2ccc(Cl)cc2)n1)NC1CC2CCC1C2 (stereo unspecified),6
C=C1C(C(=O)Nc2ccc(OC)cc2)C1C(=O)Nc1ccc(OC)cc1 (stereo unspecified),1
CCC(CO)NCc1cc(OC)c(OCC(=O)NCCc2ccccc2)cc1Br (stereo unspecified),-1
Cc1sc2ncn(CC(=O)NCCCC(=O)N3CCN(c4ccccc4)CC3)c(=O)c2c1C,-2
Cc1cc2cc(C(c3nnnn3C(C)(C)C)N(Cc3ccco3)CC3CCCO3)c(=O)[nH]c2cc1C (stereo unspecified),-2
O=C(COC(=O)c1ccccn1)Nc1ccccc1Cl,7
CCCCCNC(=O)C(C)NS(=O)(=O)c1ccc(OC)cc1 (stereo unspecified),6
COCCNC(=O)C1CCCN(c2ncccn2)C1 (stereo unspecified),4
COc1ccc(OC(=O)c2cccnc2)cc1,2
COc1cccc(NC(=O)CSc2nnc(-c3ccco3)c(-c3ccco3)n2)c1,11*
COc1ccccc1CNC(=O)CN1C(=O)C(C)N(c2ccc(C)cc2)C1=O (stereo unspecified),-2
COc1cc(C(=O)N[C@H](C(=O)NC2CCCc3ccccc32)C(C)C)cc(OC)c1OC (stereo partly specified),-1
Clc1ccc(N2N=C(c3cccs3)CC2c2ccco2)cc1 (stereo unspecified),2
COc1ccc(CCN(C)CC(O)COc2ccc(C(C)=O)cc2OC)cc1OC (stereo unspecified),5
CCNc1nc(C)c(CN(C(C)=O)c2ccccc2)nc1C#N,1
Cc1nn(C)c(=S)n1-c1ccc(Cl)cc1,9
CCOC(=O)c1c(CN2CCN(Cc3ccccc3)CC2)n(C)c2cc(Br)c(OC)cc12,1
CCC(C)Sc1ccc([C@H]2N[C@@](C)(C(=O)OC)[C@H]3C(=O)N(CC)C(=O)[C@@H]23)cc1 (stereo partly specified),-1
O=C(CSc1nnc(COc2ccccc2)n1-c1ccc(Cl)cc1)Nc1ccccc1-c1ccccc1,1
O=C(NC(=S)NNC(=O)c1cccs1)c1ccco1,-5
O=C(COc1ccc(Cl)cc1Cl)Nc1cccnc1,1
CC(=O)c1cccc(N(C(=O)c2ccccn2)C(C(=O)NC2CCCCC2)c2ccccc2)c1 (stereo unspecified),1
C[C@@H]1CN([C@H](C)CO)C(=O)CCCn2cc(nn2)CO[C@H]1CN(C)C(=O)Nc1ccccc1C(F)(F)F,-1
O=C1NC(=Nc2cccc(O)c2)S/C1=C\c1cccnc1,0
COc1ccccc1-c1nnc(SCC(=O)NCc2cccs2)n1N,0
COc1ccc(CN2CCNC(=O)C2CC(=O)NCCc2nc(C)c(C)s2)c(OC)c1 (stereo unspecified),-2
CCCC(C)NC(=O)c1cccc(Oc2ccccc2)c1 (stereo unspecified),0
COCc1cc(C)nc(N2CCOCC2)c1C#N,0
C=CCNC(=O)C1CC2Cn3c(nc4cc(Cl)c(Cl)cc43)C2N1C (stereo unspecified),-2
CCCc1nnc(SCCSc2nnc(CCC)n2N)n1N,0
O=C1N(CC[C@@H](O)c2ccccc2)CCC12CCC(c1ccccc1)CC2 (stereo partly specified),2
COc1cc(C2C3=C(CCCC3=O)OC3=C2C(=O)CCC3)ccc1OCC(=O)Nc1ccccc1,-3
O=C(O)C1CC=CCC1C(=O)NNc1c(Cl)cc(Cl)cc1Cl (stereo unspecified),6
CCN(CC)C(=O)CSc1nc2sc3c(c2c(=O)n1CCCOC)CCC3,-1
O=C(Cn1c(C(F)(F)F)nc2ccccc21)c1ccc(F)cc1,-1
CCc1ccc(/C=N/NC(=S)NCCc2ccccc2)cc1,-2
CC(=O)c1c(C)[nH]c(C(=O)OCC(=O)Nc2ccc3[nH]c(=O)[nH]c3c2)c1C,1
O=C(Nc1ccc(F)cc1F)Nc1ccccc1C(=O)NCCN1CCNC1=O,4
COc1ccc(/C=N/NC(=O)c2c(-c3ccccc3)noc2C)cc1,-2
COc1ccccc1Nc1nc2nonc2nc1N1CCC(C)CC1,2
CC(=O)Nc1ccc(S(=O)(=O)N2CCN(c3nc(NC4CCCC4)c4ccccc4n3)CC2)cc1,7
Cc1cc(C)n2nc(C(=O)OCC(=O)NC3CCCCC3)nc2n1,1
COc1ccc(C2NC(=O)NC(O)(C(F)(F)F)C2C(=O)c2ccc(F)cc2)cc1 (stereo unspecified),-2
O=C(NC1CCCC1)c1noc2c1CCCCC2,3

# Molecules listed so far that contain fluorine, in the order listed:
SMILES,TbREL1 primary
O=S1(=O)CC(N2CCN(CCO)CC2)CN1Cc1cn(Cc2cccc(C(F)(F)F)c2)nn1 (stereo unspecified),-1
O=C(Nc1nnc(/N=C/c2ccco2)s1)c1ccc(F)cc1,-2
CCCC(C(=O)NCc1ccco1)N(CC1CCCO1)C(=O)CNS(=O)(=O)c1ccc(F)cc1 (stereo unspecified),-2
CN1CCN(C2CN(Cc3cn(Cc4cccc(C(F)(F)F)c4)nn3)S(=O)(=O)C2)CC1 (stereo unspecified),0
COc1ccc(NC(=O)Nc2ncn(Cc3cccc(C(F)(F)F)c3)n2)cc1OC,-2
Cc1ccc(C(=O)Nc2cccc(C(F)(F)F)c2)cc1NC(=O)c1[nH]cnc1C(N)=O,-2
CCC(C)NC(=O)c1cnn2c1NC(c1ccc3c(c1)OCO3)CC2C(F)(F)F (stereo unspecified),-2
Cc1ccc(/C=N/NC(=O)C2CCN(Cc3ccc(F)cc3Cl)CC2)o1,2
Cc1ccc(-c2nnn(CC(=O)N(CC3CCCO3)C(C(=O)NC3CCCCC3)c3ccc(F)cc3)n2)o1 (stereo unspecified),-3
Cc1cccn2c(=O)c3cc(S(=O)(=O)c4ccc(F)cc4)c(=N)n(Cc4ccco4)c3nc12,0
O=C(c1ccc(CN2CCOCC2)cc1)N1CCN(c2ccccc2F)CC1,-4
C[C@@H]1CN([C@H](C)CO)C(=O)CCCn2cc(nn2)CO[C@H]1CN(C)C(=O)Nc1ccccc1C(F)(F)F,-1
O=C(Cn1c(C(F)(F)F)nc2ccccc21)c1ccc(F)cc1,-1
O=C(Nc1ccc(F)cc1F)Nc1ccccc1C(=O)NCCN1CCNC1=O,4
COc1ccc(C2NC(=O)NC(O)(C(F)(F)F)C2C(=O)c2ccc(F)cc2)cc1 (stereo unspecified),-2

# Screening data deposited in PubChem BioAssay by The Scripps Research Institute Molecular Screening Center.

# Not all compounds are listed (hit frequency here may not be typical).
